Screening results: PubChem, National Center for Advancing Translational Sciences (NCATS)
USP1-UAF1 inh = USP1/UAF1 (human) deubiquitinase inhibition. O94782. recombinant USP1/UAF1, Ub-Rhodamine cleavage fluorescence. Potency, µM (titrated, usually from 57.1 µM), inactives show top-dose activity change, negative = inhibition, most hits filed as inhibitors. 390,000 tested, 0.23% active; note: potency is the fitted concentration of half-maximal effect; % is set by controls: 0 for no effect and ±100 for the full control effect; nearly all actives have a fitted effect of over 60% in size; inactives centre near -12
Target sequence (O94782 whole entry, looked up): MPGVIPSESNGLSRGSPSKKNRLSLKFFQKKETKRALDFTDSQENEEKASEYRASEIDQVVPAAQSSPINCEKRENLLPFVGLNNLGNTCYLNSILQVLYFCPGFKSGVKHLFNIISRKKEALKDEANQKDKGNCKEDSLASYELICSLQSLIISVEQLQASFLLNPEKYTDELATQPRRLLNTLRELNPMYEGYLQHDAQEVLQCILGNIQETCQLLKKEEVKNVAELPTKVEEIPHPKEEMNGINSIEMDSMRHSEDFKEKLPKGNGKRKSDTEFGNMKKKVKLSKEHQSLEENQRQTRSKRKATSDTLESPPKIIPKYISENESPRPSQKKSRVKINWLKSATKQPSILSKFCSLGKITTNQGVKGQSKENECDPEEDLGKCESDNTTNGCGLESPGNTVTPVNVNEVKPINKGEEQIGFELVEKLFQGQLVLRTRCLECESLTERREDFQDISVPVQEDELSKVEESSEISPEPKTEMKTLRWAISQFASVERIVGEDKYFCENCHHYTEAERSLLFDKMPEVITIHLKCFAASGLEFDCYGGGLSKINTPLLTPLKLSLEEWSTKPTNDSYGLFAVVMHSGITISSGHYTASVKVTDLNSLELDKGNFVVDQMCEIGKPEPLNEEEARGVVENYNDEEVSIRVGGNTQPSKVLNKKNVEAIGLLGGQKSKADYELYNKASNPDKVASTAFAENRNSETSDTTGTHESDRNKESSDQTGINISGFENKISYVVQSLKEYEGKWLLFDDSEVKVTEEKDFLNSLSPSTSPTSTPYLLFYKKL
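USP1/UAF1 complex (1 nM) preincubated 15 min at room temperature with compound, then Ub-Rho substrate (150 nM final) added. Kinetic fluorescence at 480/540 nm over 6 reads at 60 s intervals; 50 mM HEPES pH 7.8, 0.5 mM EDTA, 0.1 mg/ml BSA, 1 mM TCEP, 0.01% Tween-20.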
TrxR1 inh = rat TrxR1 inhibition; Potency, µM (highest dose often 114 µM), inactives show at the top dose activity change, negative = inhibition, most hits filed as inhibitors; AID 588453; 390,000 tested, 1% active; O89049; recombinant rTrxR1, NADPH fluorescence consumption, selenite substrate; note: potency is the fitted concentration of half-maximal effect; % is set by controls: 0 for no effect and ±100 for the full control effect; nearly all actives have a fitted effect of over 65% in size
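Rat TrxR1 (90 nM in the dispensed reagent) was pre-reduced with 400 uM NADPH for 5 min at room temperature, then incubated with compound for 15 min. After 400 uM selenite was added, NADPH fluorescence (Ex 340/Em 450 nm) was followed for 8 min.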
HP1b chromo inh = inhibitors of HP1-beta chromodomain binding to methylated histone tails. AlphaScreen HP1-beta / biotin-H3K9me3 peptide binding. Potency, µM (series often up to 114 µM), without a hit: at the top dose activity change, negative = inhibition, actives largely listed as inhibitors. 390,000 tested, 0.56% active. AID 540317; note: potency is the fitted concentration of half-maximal effect; nearly all actives have a fitted effect of over 70% in size; inactives centre near 23
Target sequence (P83916 whole entry, looked up): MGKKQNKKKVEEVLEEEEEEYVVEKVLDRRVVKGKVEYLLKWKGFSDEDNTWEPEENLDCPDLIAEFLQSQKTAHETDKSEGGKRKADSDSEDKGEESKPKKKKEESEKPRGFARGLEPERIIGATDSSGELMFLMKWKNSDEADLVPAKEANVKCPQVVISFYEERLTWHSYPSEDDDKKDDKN
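AlphaScreen: HP1-beta (50 nM) preformed 30 min with biotin-H3(1-18)K9me3 peptide (50 nM) in PBS pH 7.4, 0.01% Tween-20. Compound added for 30 min at RT, then streptavidin donor/nickel chelate acceptor beads (10 ug/mL) for 30 min.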
mIDH1 inhibitor = human IDH1 R132H inhibition; O75874; IDH1-R132H enzyme, NADPH consumption, diaphorase/resazurin fluorescence; Potency, µM (top dose mostly 76.6 µM), for inactives: at the highest dose activity change, negative = inhibition, actives largely listed as inhibitors; AID 602179; 390,000 tested, 0.093% active; note: potency is the fitted concentration of half-maximal effect; % is set by controls: 0 for no effect and ±100 for the full control effect; nearly all actives have a fitted effect of over 65% in size
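IDH1-R132H (0.5 ug/mL dispensed) in pH 7.5 Tris buffer was preincubated 30 min with compound, then given a substrate mix of 0.016 mM NADPH and 2 mM alpha-KG for 80 min at room temperature; remaining NADPH was read by diaphorase/resazurin fluorescence.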
PI4K2A inh = inhibitors of human PI4K2A; Q9BTU6; purified PI4K2A, ADP-Glo luminescence, 1 h; active compounds read low; activity change, negative = inhibition, % at 76.9 µM; 420,000 tested, 0.13% active; in the data active = activity change below about -50%; inconclusive = mostly about -30% to -49%;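 note: -100% = wells without enzyme as full effect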
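In this quantitative HTS, ADP production by PI4K2A was quantified luminescently after 1 h at ambient temperature; 100 microM adenosine served as plate-quality control.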
Tb PGK inh = inhibitors of T. brucei phosphoglycerate kinase. PGK/GAPDH coupled, Kinase-Glo luminescence, 60 min. 380,000 tested, 0.043% active. Potency, µM (doses to about 57.5 µM), for the others: top-dose activity change, negative = inhibition, actives largely listed as inhibitors. P07378; note: potency is the fitted concentration of half-maximal effect; % is set by controls: 0 for no effect and ±100 for the full control effect; nearly all actives have a fitted effect of over 60% in size
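Luminescent ATP detection (Kinase-Glo Plus) follows a 60-minute room-temperature incubation, with wells lacking PGK as controls. Buffer: 100 mM TEA (pH 7.6), 5 mM MgCl2, 0.01% Tween-20. Coupling enzyme GAPDH (100 nM final) supplies unstable 1,3-BPG in-well.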
TrxR1 substrate = is turned over as a substrate by rat TrxR1. purified TrxR1 substrate turnover, NADPH consumption readout. Potency, µM (series often up to 114 µM), inactives show at the highest dose activity change, negative = substrate turnover. O89049. 390,000 tested, 0.01% active; note: potency is the fitted concentration of half-maximal effect; % is set by controls: 0 for no effect and ±100 for the full control effect; nearly all actives have a fitted effect of over 50% in size
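Rat TrxR1, dispensed at 90 nM, was prereduced with 400 uM NADPH (final) for 5 min at ~22 deg C, then incubated with compound 15 min before 400 uM selenite. A first-read NADPH fluorescence drop versus no-compound background flagged substrates.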
GLS inh = blocks human kidney-isoform glutaminase activity; O94925; GLS enzymatic activity, qHTS titration; Potency, µM (highest dose often 45.5 µM), for inactives: top-dose activity change, negative = inhibition, usual class: inhibitors; 410,000 tested, 0.21% active; AID 624170; note: potency is the fitted concentration of half-maximal effect; % is set by controls: 0 for no effect and ±100 for the full control effect
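Read-out is an Amplex red fluorescence increase coupled through glutamate oxidase and HRP, measured before and after 30 min room-temperature incubation. hKGA is in 45 mM KH2PO4 (pH 8.2) with 0.02% Tween-20; glutamine added as 1mM solution.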
Pin1 inh = human Pin1 inhibition; Q13526; Pin1 FP peptide displacement, HiFluor488, 10 min; Potency, µM (titrated, usually from 115 µM), for the others: at the highest dose activity, negative = inhibition, most hits filed as inhibitors; 390,000 tested, 0.009% active; AID 504891; active = well fitted inhibition curve with a large enough effect in the polarisation, with a control signal flat, not every such curve was filed as active; inconclusive = small, poorly fitted or top-dose-only effect, or effect the other way, or a change in a side signal; inactive = no such curve, though single readings can be large or run the other way; the % refers to the polarisation; note: potency is the fitted concentration of half-maximal effect; % is set by controls: 0 for no effect and ±100 for the full control effect
* hit, by the source's call; i = inactive; ? = inconclusive; · = no result given; & = joins results of further samples; [ ] = another dose, or the depositor's remark. Unless noted, calls come from the whole dose curve; as a rule, active = well fitted curve in the direction sought with a large enough effect; inconclusive = small, poorly fitted or top-dose-only effect, or another doubt; inactive = no such curve, though single readings can be large; an effect the other way counts as inactive or inconclusive. The list is partial (hit frequency here may not be typical).

USP1-UAF1 inh	mIDH1 inhibitor	HP1b chromo inh	TrxR1 inh	molecule	Pin1 inh	TrxR1 substrate	GLS inh	PI4K2A inh	Tb PGK inh
-7%	5%	27%	3%	Cc1nc(C)c(C(=O)OCC(=O)Nc2cccc(C)c2C)s1	4%	6%	-3%	0	-5%
-7%	5%	-3%	30%	CS(=O)(=O)N1CCC(NC(=O)Cc2ccccc2)CC1	0%	14%	1%	-9	-2%
-13%	-1%	19%	21%	CCCCCC1CCC(C(=O)O)CC1 (centres undefined)	-6%	5%	-10%	2	-4%
-17%	8%	25%	12%	CC(C)Oc1ccc(C2CC(=O)N(c3ccc(N(C)C)cc3)C2=O)cc1 (centres undefined)	-11%	0%	13%	-1	-8%
-5%	-2%	19%	5%	NC(=O)CCS(=O)(=O)CCN1CCN(S(=O)(=O)c2ccc3c(c2)CCC3)CC1	1%	-1%	8%	-1	-1%
-13%	14%	34%	31%	COC(=O)CN(c1ccc2c(c1)OCO2)S(=O)(=O)c1c(C)[nH]c(=O)[nH]c1=O	-11%	2%	-3%	4	-5%
-15%	4%	11%	23%	CCOC(=O)CN1C(=O)C(O)(CC(=O)c2cccc(OC)c2)c2ccccc21 (centres undefined)	0%	9%[0.457 µM]	-3%	-3	1%
-1%	15%	21%	-21%[57.1 µM]	CCOC(=O)c1ccc(C(=O)OCC)nc1	0%	-6%[57.1 µM]	13%	4	-5%
-16%	17%	?	-83%[57.1 µM]	COc1ccc2c(c1)CCCC(Br)C2=O (centres undefined)	?	6%[11.4 µM]	-7%	5	-7%
-21%	0%	?	12%	COc1ccc(/C=N/Nc2nc(-c3ccc(C)cc3)c(NC(C)=O)s2)cc1	17%	7%	-12%	3	-3%
-1%	18%	50%[activator]	0%	Fc1ccc(-c2nc3ccccc3[nH]2)cc1	5%	5%	0%	-11	-7%
-21%	-2%	15%	?	CC(=O)c1cccc(OCc2cc(C(=O)N(C)Cc3cnccn3)no2)c1	1%	5%	3%	-1	-6%
-15%	-3%	43%[activator]	23%	CCOC(=O)c1cc(-c2ccccc2)n(CC(=O)Nc2cc(OC)cc(OC)c2)c1C	-3%	4%	2%	-1	i
·	·	17%	-13%	CCCN1CCC(=O)N(C(CSc2ccc(C)cc2)Cc2ccccc2)CC1 (centres undefined)	1%	-2%	·	·	·
-19%	10%	42%[activator]	34%[activator][57.1 µM]	CC(=O)c1cn(-c2ccc(Cl)cc2)c(=O)n(Cc2ccc(F)cc2)c1=O	2%	-11%[57.1 µM]	2%	-8	-2%
-9%	11%	29%	9%	CN(C)C(=O)NC(Nc1ccc(Cl)cc1Cl)C(Cl)(Cl)Cl (centres undefined)	-3%	-6%[57.1 µM]	1%	5	·
-20%	15%	23%	26%[57.1 µM]	Cc1ccc(N2CC(=O)N(NC(=O)c3sc4nc(C)cc(C)c4c3N)CC2=O)cc1	-7%	39%[activator][57.1 µM]	6%	-4	i
-10%	-6%	11%	20%	CC(C)N(C(=O)[C@H]1CC(CC(=O)NCCCn2ccnc2)C(=O)N2CCc3c([nH]c4ccccc34)[C@]12C)C(C)C (some centres undefined)	1%	4%	3%	3	10%
-20%	4%	24%	5%	Cn1c(N)c(C(=O)COC(=O)/C=C/c2ccccc2Cl)c(=O)n(C)c1=O	-4%	-2%	-2%	-2	2%
-4%	1%	30%	41%[11.4 µM]	C=CCn1c(Oc2ccccc2F)nc2c1c(=O)n(C)c(=O)n2C	-2%	-1%	9%	-3	-5%
5%	0%	11%	-2%[57.1 µM]	O=C(NC1CCCCC1)c1ccc(COCC(F)(F)F)o1	3%	0%[57.1 µM]	7%	6	-1%
-17%	0%	29%	1%[57.1 µM]	Cc1nc2c(S(=O)(=O)c3ccccc3)cnn2c(C)c1C	-2%	26%[57.1 µM]	-10%	-3	-2%
-25%	5%	?	2%[57.1 µM]	S=C(c1ccc(-c2ccccc2)o1)N1CCCCC1	-4%	-12%	-7%	0	-1%
-29%	-9%	38%	17%	O=C(Cn1ncn2nc(-c3cccs3)cc2c1=O)NCc1cccc(Br)c1	-1%	6%	2%	1	0%
-13%	1%	39%[activator]	20%[57.1 µM]	CCC(C)C1NC(=S)N(C2CCCCC2)C1=O (centres undefined)	-1%	4%[57.1 µM]	-6%	9	-2%
-8%	-12%	52%	6%	N=c1n(CCN2CCCC2)c2ccccc2n1CC(O)c1ccc(Cl)c(Cl)c1 (centres undefined)	0%	0%	5%	-2	·
-14%	8%	22%	6%	CC1=CCC2C(=O)N(c3cccc(C(=O)Nc4ccccc4Cl)c3)C(=O)C2C1 (centres undefined)	-5%	-4%	1%	-5	-9%
-17%	16%	25%	23%	Cc1cc(=O)oc2c(C)c(OC(C)C(=O)NCCCn3ccnc3)ccc12 (centres undefined)	-2%	21%	0%	25	3%
-3%	-2%	-16%	-35%[57.1 µM]	S=c1[nH]nc(COc2ccc(Cl)cc2)n1-c1ccc(Cl)cc1	-2%	-6%	20%	-2	-3%
-1%	-2%	33%[activator]	16%	Cc1ccc([N+](=O)[O-])cc1NC(=O)C1CCCC1	?	3%	-3%	-8	2%
?	-7%&-8%	20%&36%	9%&18%[57.1 µM]	O=C1CC(=O)Nc2cc(S(=O)(=O)N3CCOc4ccccc43)ccc2N1	-3%&3%	-4%&-1%[57.1 µM]	6%&-1%	3&1	-6%&10%
-20%	5%	6%	-8%	COc1ccc(S(=O)(=O)Nc2ccc3c(c2)C(=O)N([C@H](C)CO)C[C@H](C)[C@@H](CN(C)S(=O)(=O)c2cccs2)O3)cc1	1%	-3%	3%	2	1%
-9%	-6%	36%	-8%	O=C(CSc1nc(-c2ccco2)cc(C(F)(F)F)n1)NCCN1CCOCC1	0%	-7%	-7%	-3	4%
-13%	-2%	-4%	22%[57.1 µM]	COc1ccc(N2CCN(S(=O)(=O)c3ccc(F)c(C(=O)Nc4ccccc4Cl)c3)CC2)cc1	-1%	2%[57.1 µM]	2%	0	0%
-22%	-7%	37%[activator]	-6%[57.1 µM]	O=C(CC1OCC2CCCN2C1=O)Nc1ccc([N+](=O)[O-])cc1 (centres undefined)	-1%	-2%[57.1 µM]	-6%	-2	-7%
-22%	19%	105%[activator]	-23%	C=CCSc1nc2c(c(=N)n1CC=C)C1CCCC1S2 (centres undefined)	1%	-5%	-10%	3	-5%
-21%	4%	27%	23%	COc1ccc(C)cc1NC(=O)CO/N=C(\N)CC(=O)Nc1ccccc1OC	21%	0%	1%	-4	-3%
-16%	-1%	6%	2%	N#C/C(=C\C=C\c1ccccc1)C(=O)Nc1ccccc1	1%	-3%	5%	-3	i
-19%	-3%	60%[activator]	?	CC1(C)CC(=O)C(C(c2ccccc2F)C2C(=O)CC(C)(C)CC2=O)C(=O)C1	0%	5%[57.1 µM]	16%	-7	5%
-23%	-10%	6%	7%	Cc1ccc(C)c(-n2ccnc2SCC(=O)Nc2cccc(S(=O)(=O)NC3=NCCC3)c2)c1	0%	0%	-3%	-5	4%
-9%	6%	6%	24%	Cc1cc(NC(=O)C(C)Sc2nc(-c3ccccc3)cc(=O)[nH]2)no1 (centres undefined)	4%	12%	1%	-21	i
-9%	1%	24%	2%	CCOC(=O)/C(C#N)=C/c1cc(C)n(-c2ccc(C)cc2)c1C	18%	1%	-10%	-5	5%
-14%	0%	72%[activator]	16%	COC(=O)C1=CN(Cc2ccc(OC)cc2)C=C(C(=O)OC)C1c1ccc(O)c(OC)c1	?	4%	32%[activator]	1	1%
-13%	-2%	16%	9%[57.1 µM]	CCC(C(=O)NCC1CCCO1)N(Cc1ccccc1)C(=O)CNS(=O)(=O)c1ccccc1 (centres undefined)	-6%	5%[57.1 µM]	-11%	-1	3%
-9%	0%	46%[activator][57 µM]	14%[57.1 µM]	COc1ccc(S(=O)(=O)NCc2ccc3c(c2)CCN3C(=O)c2ccc(C)cc2)cc1Cl	44%[activator]	0%[57.1 µM]	1%	-4	-10%
-21%	4%	9%	-24%	Cc1cc(C)nc(NC(=O)c2ccc([N+](=O)[O-])o2)n1	3%	-10%	0%	4	1%
-11%	1%	25%	2%	O=C(Nc1ccc(F)cc1)N(Cc1nnc2n1CCCCC2)c1ccccc1	-5%	13%[57.1 µM]	8%	2	0%
10%	-3%	?	-5%	COCCNC(=O)CN1CCN(C(c2ccccc2)c2ccccc2)CC1	-16%	0%	-3%	2	-12%
16%	0%	37%	9%[57.1 µM]	CC(C)CCNC(=O)Cn1nc(N2CCN(c3ccccc3)CC2)ccc1=O	1%	3%[57.1 µM]	23%	-3	10%
4%	2%	24%	-7%	Cc1ccc(S(=O)(=O)NCC2(c3ccccc3)CCN(C)CC2)cc1	-2%	-7%	5%	-1	7%
-18%	-5%	20%	-1%	Cc1ccc(C)c(C(=O)Cn2c(NCCO)nc3ccccc32)c1	0%	-1%	31%[activator]	2	3%
-24%	4%	69%[activator]	14%	CC(C)(C)C(=O)Nc1ccc2nc(SCc3ccccc3)sc2c1	20%	2%	5%	-1	i
